Screening results from PubChem.
GPR35 antagonists = inhibition of zaprinast-stimulated GPR35 beta-arrestin translocation – imaging, U2OS, beta-arrestin-GFP, zaprinast agonist, primary screen (AID 2058); one-dose inhibition, % at 10 µM; IC50 in µM for titrated hits; actives 0.052% (n = 290,000); U2OS GPR35 beta-arrestin-GFP translocation imaging, zaprinast antagonism; higher % means a stronger effect;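 active means inhibition of at least 50% with at least 30 cells and total cytoplasm GFP at most 10,000,000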
GPR55 LPI antagonism = inhibition of LPI-stimulated GPR55 beta-arrestin translocation – imaging, U2OS, beta-arrestin-GFP, LPI agonist, primary screen (AID 2013); U2OS GPR55 beta-arrestin-GFP translocation imaging, LPI antagonism; higher % means a stronger effect; inhibition, % at 10 µM, or IC50 in µM where a hit was titrated; actives 0.13% (n = 290,000);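 active means spots per cell inhibited over 60%, with over 100 cells counted and total cytoplasm intensity under 500,000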;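 further: U2OS cells stably carrying GPR55 and arrestin-GFP stimulated by 5 µM LPI near EC80; imaged beta-arrestin-GFP aggregate spots per cell after agonist stimulation; plate controls were LPI-stimulated DMSO wells for no effect and DMSO wells without LPI for full effect; some results filed as inactive read as strong as hits; confirmed hits need IC50 under 10 µM and bright autofluorescent wells are also inconclusive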
HIV fusion peptide = inhibitors of HIV fusion peptide binding, primary screen, biochemical, uHTS, fluorescence dequenching (AID 1986); inhibition, % at 20 µM, or IC50 in µM where a hit was titrated; cell-free peptide binding, fluorescence dequenching, 30 min; higher % means a stronger effect; actives 0.3% (n = 290,000); in the data active means inhibition mostly above about 52%, no sharp cut-off; inactive means mostly below about 76%; further: some results filed as inactive read as strong as hits
GPR55 beta-arrestin = GPR55 agonists via beta-arrestin recruitment, primary screen, imaging, U2OS cells, beta-arrestin-GFP redistribution (AID 1961) | actives 0.048% (n = 290,000) | one-dose activation, % at 10 µM; EC50 in µM for titrated hits | U2OS GPR55 beta-arrestin-GFP redistribution imaging; higher % means a stronger effect;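 active means activation above 40% with more than 50 cells counted in the well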;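 further: U2OS osteosarcoma cells stably expressing GPR55 and beta-arrestin-GFP; plate controls were DMSO negative control for no effect and LPI positive control for full effect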
KOR beta-arrestin-1 = KOR antagonists, beta-arrestin recruitment, cell-based, luminescence, uHTS (AID 1778). KOR beta-arrestin recruitment, luminescence, antagonist mode; higher % means a stronger effect. inhibition, % at 10 µM, or IC50 in µM where a hit was titrated. actives 0.091% (n = 290,000); in the data active means inhibition above about 50%; further: strong numbers were not always called active
West Nile antiviral = West Nile virus antiviral activity, cell-based, CPE readout (AID 1621); West Nile virus-infected cells, CPE inhibition; higher % means a stronger effect; one-dose CPE inhibition, % at 10 µM; IC50 in µM for titrated hits; actives 0.02% (n = 290,000); in the data active means a potency from the dose series; further: strong numbers were not always called active
NOD1 NF-kB reporter = NOD1 signaling inhibitors, primary screen, cell-based, luminescence, uHTS (AID 1578) | inhibition, % at 4 µM; hits with a dose series show EC50 in µM | actives 1% (n = 290,000) | NOD1-driven NF-kB luciferase reporter cells, luminescence; higher % means a stronger effect; in the data active means inhibition mostly above about 36%, no sharp cut-off; inactive means mostly below about 34%;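 further: HEK-293T reporter cells stimulated with the NOD1 agonist gamma-tri-DAP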
Dengue-2 NS5 capping = flavivirus cap methylation enzyme inhibition – biochemical, confirmation dose response, primary screen (AID 588689); inhibition, % at 25 µM, or IC50 in µM where a hit was titrated; actives 0.3% (n = 340,000); Dengue-2 NS5 methyltransferase capping enzyme assay, biochemical; higher % means a stronger effect; in the data active means a potency from the dose series
KOR beta-arrestin-2 = KOR agonists, beta-arrestin recruitment, primary screen, cell-based, luminescence, uHTS (AID 1777); KOR beta-arrestin recruitment, luminescence; higher % means a stronger effect; one-dose activation, % at 10 µM; EC50 in µM for titrated hits; actives 0.02% (n = 280,000); in the data active means activation above about 50%, passing the limit was not always enough; further: a part of the inactive calls stands beside numbers as strong as those of hits
Dengue-2 NS5 capping pilot replicate = recorded beside Dengue-2 NS5 capping, whose call it bears; inhibition, %; measured here: pilot screen replicate inhibition
Active calls of the source: *; · = not tested or not shown; [ ] = remark or other dose. Not all compounds are listed; the hit share may differ from the screen's.

SMILES	GPR35 antagonists	GPR55 LPI antagonism	HIV fusion peptide	GPR55 beta-arrestin	KOR beta-arrestin-1	West Nile antiviral	NOD1 NF-kB reporter	Dengue-2 NS5 capping	KOR beta-arrestin-2	others
CCN1CCN(C(=O)c2cc3cc4cc(OC)ccc4nc3s2)CC1	10%	4%	-0.8%	-0.1%	-77%	·	6%	-3%	-1.0%
CCn1c(CSCc2ccc(C)cc2)nnc1SCC(=O)N1CCN(c2ccccc2)CC1	-3%	2%	-0.2%	0.2%	-29%	-0.5%	6%	-2%	-2.6%
Cc1nnc(SCC(=O)Nc2cc(C(C)(C)C)nn2-c2ccccc2)s1	-4%	7%	-2.8%	-0.4%	1%	-0.5%	-14%	1%	-2.0%
CCN(CC)CC(C)CNC(=O)C1(O)c2ccccc2NC(=O)N1c1ccc(Cl)c(Cl)c1 (centres undefined)	9%	8%	2.4%	-0.1%	0%	0.1%	0%	6%	-5.0%
CS(=O)(=O)C1=NSC2=NC(=O)/C(=C\c3ccc(-c4ccccc4)o3)C(=N)N21	-17%	13%	35%	0.2%	-35%	0.5%	9%	·	12%
CCN(CC)c1ccc(/C=N/NC(=O)C(O)c2ccccc2)cc1 (centres undefined)	14%	8%	-2.0%	-0.3%	12%[20 µM]	0.5%	-17%	-6%	-2.4%
CCN(CC)C(=O)COc1ccc(S(=O)(=O)N2CCCC2)cc1	-3%	-6%	1.2%	-0.1%	-3%	0.7%	-15%	-2%	-3.9%
CCCCn1c(N)c(N(CCC(C)C)C(=O)CN2C(=O)C3CCCCC3C2=O)c(=O)[nH]c1=O (centres undefined)	-1%	-5%	0.2%	0.4%	19%	-0.1%	-40%	2%	-3.1%
COCc1nnc(N)s1	11%	-8%	2.3%	0.2%	-20%	0.5%	-24%	-4%	1.1%
O=C(Cn1c(CO)nc2ccccc21)NCCc1ccccc1	3%	-4%	-1.7%	-0.3%	·	-0.2%	-33%	-5%	·
COc1ccc(C(C(=O)NC2CCCCC2)N(C(=O)c2ccco2)c2ccccc2OC)cc1 (centres undefined)	0%	-8%	-2.2%	·	5%	-0.7%	-6%	4%	0.4%
COc1ccc(C(=O)Nc2c(N)nc(SCC(=O)N3CCC(C)CC3)[nH]c2=O)cc1	8%	23%	2.2%	-0.2%	-22%	-0.1%	-22%	-5%	4.1%
Cc1ccc(S(=O)(=O)N2CCC(C(=O)N[C@@H](Cc3ccccc3)C(=O)O)CC2)cc1	-8%	2%	2.3%	0.2%	-8%	0.8%	-4%	3%	3.3%
Cc1cccc2nc(Cn3c(=O)n(CCC(=O)NCc4ccco4)c(=O)c4sccc43)cc(=O)n12	1%	7%	1.8%	0.0%	6%	-0.1%	-15%	-3%	0.3%
CC(C)CN(C(=O)CN(C)S(=O)(=O)c1ccc(Cl)cc1)C1CCS(=O)(=O)C1 (centres undefined)	3%	-5%	0.1%	0.2%	-8%	-0.3%	1%	-6%	-0.2%
COc1ccc(NC(=O)COC(=O)CCNS(=O)(=O)c2ccc(Cl)cc2)cc1	6%	11%	-1.0%	-0.1%	19%	-0.3%	0%	2%	-2.1%
CCOc1ccc(N2C(=O)CC(Cc3cc(C)cc(C)c3)C2=O)cc1 (centres undefined)	-8%	-2%	-0.2%	0.3%	-12%[20 µM]	-0.4%	-23%	-2%	-0.8%	Dengue-2 NS5 capping pilot replicate=-0.3
Cc1ccc(C)c(C(=O)COC(=O)Cn2c(C)csc2=O)c1	5%	6%	1.0%	-0.1%	1%	0.3%	-7%	-11%	5.8%
COc1ccc(-c2nc(CSCC(=O)NC3CCN(Cc4ccccc4)CC3)c(C)o2)cc1OC	-10%	9%	-1.3%	-0.1%	-7%	-0.4%	-12%	3%	-2.7%
Cc1ccc(NC(=S)NCc2ccc(F)cc2)c(C)c1	2%	10%	0.2%	0.7%	20%	-1.5%	-25%	-10%	-0.7%
Cc1cc(N2C(=O)C(O)=C(C(=O)c3ccc(C)o3)C2c2ccc([N+](=O)[O-])cc2)no1 (centres undefined)	4%	10%	3.0%	-0.2%	23%	0.0%	-21%	2%	1.2%
O/N=C(\COc1ccccc1O)c1ccccc1	8%	13%	2.2%	-0.6%	-36%	-0.7%	-5%	-5%	6.9%
S=C1Nc2ccccc2Sc2ccc(Cl)cc21	10%	5%	-0.3%	-0.1%	2%	-0.7%	8%	-5%	45%
COC(=O)c1cc(S(=O)(=O)N2CCN(c3cccc(Cl)c3)CC2)c[nH]1	-6%	-2%	0.4%	0.6%	11%[20 µM]	0.9%	5%	-1%	-4.4%
CCOC(=O)c1c(NC(=O)C2C3CCC(O3)C2C(=O)O)sc(C)c1-c1ccc(F)cc1 (centres undefined)	-8%	-16%	4.8%	-0.1%	-42%	0.3%	-15%	12%	4.8%

An excerpt taken from the entries so far:
SMILES	GPR35 antagonists	GPR55 LPI antagonism	HIV fusion peptide	GPR55 beta-arrestin	KOR beta-arrestin-1	West Nile antiviral	NOD1 NF-kB reporter	Dengue-2 NS5 capping	KOR beta-arrestin-2	others
O/N=C(\COc1ccccc1O)c1ccccc1	8%	13%	2.2%	-0.6%	-36%	-0.7%	-5%	-5%	6.9%
S=C1Nc2ccccc2Sc2ccc(Cl)cc21	10%	5%	-0.3%	-0.1%	2%	-0.7%	8%	-5%	45%
COC(=O)c1cc(S(=O)(=O)N2CCN(c3cccc(Cl)c3)CC2)c[nH]1	-6%	-2%	0.4%	0.6%	11%[20 µM]	0.9%	5%	-1%	-4.4%

Continued.
SMILES	GPR35 antagonists	GPR55 LPI antagonism	HIV fusion peptide	GPR55 beta-arrestin	KOR beta-arrestin-1	West Nile antiviral	NOD1 NF-kB reporter	Dengue-2 NS5 capping	KOR beta-arrestin-2	others
Cc1cc(C)n2nc(CC(=O)NCc3ccc(F)cc3)nc2n1	26%	-12%	-0.4%	-0.3%	18%	-0.6%	-14%	2%	-3.1%
CSc1nccc(Oc2ccc(C#N)cc2)n1	10%	3%	0.5%	0.6%	·	-1.0%	-6%	·	1.6%
CCCOC(=O)CSc1nnc(-c2cc(OC)c(OC)c(OC)c2)o1	21%	9%	17%	-0.1%	23%	1.0%	-23%	11%	-0.3%
CCC1CCCCN1CCNS(=O)(=O)c1ccc2c(c1)oc(=O)n2C (centres undefined)	-8%	1%	-0.8%	-0.5%	23%	0.0%	-32%	0%	-1.8%
Cc1ccc(N2C(=O)NC(C(F)(F)F)(C(F)(F)F)C3=C2CC(C)(C)CC3=O)cc1	·	-3%	-1.9%	0.2%	-11%	-0.5%	-18%	-9%	-3.5%
O=C(CSc1nc2nc(-c3cccs3)cc(C(F)(F)F)c2c(=O)[nH]1)C(F)(F)F	0%	5%	2.1%	-0.1%	40%	2.4%	5%	-4%	8.2%
Cc1ccc(C)c(S(=O)(=O)N2CCN(CC(=O)NC(=O)NCc3ccccc3)CC2)c1	-27%	-6%	-0.8%	0.0%	-19%	-1.1%	9%	-4%	2.4%
O=C(/C=C/c1ccncc1)c1cc(Cl)ccc1O	97%*	7%	-0.1%	0.4%	-10%	-0.1%	5%	-9%	-1.7%
CC(=O)Nc1cccc(OCC(=O)NS(=O)(=O)c2ccc(Cl)cc2)c1	-2%	-4%	-0.5%	-0.1%	9%	0.5%	-14%	-5%	5.2%
Cc1ccc(C2c3[nH]c4ccccc4c3C[C@H]3C(=O)N(c4ccccc4C(=O)NCCN4CCOCC4)C(=O)N23)cc1 (some centres undefined)	-6%	-4%	4.3%	0.1%	-4%[20 µM]	0.7%	-2%	-5%	0.8%
COC(=O)C1CCN(CC(=O)Nc2sc3c(c2C#N)CCC3)CC1	-3%	0%	11%	-0.1%	-22%	0.0%	-5%	-3%	1.8%
CC(=O)c1ccc(N2CCN(C(=O)CCCn3c(=O)[nH]c4ccsc4c3=O)CC2)cc1	-7%	-4%	2.5%	-0.1%	-8%	1.7%	12%	-9%	2.4%
O=C(Nc1nc(-c2ccc3ccccc3c2)cs1)C1CCN(S(=O)(=O)c2cccs2)CC1	-4%	4%	-0.7%	-0.3%	-3%	-1.4%	34%	-4%	8.3%
O=C(Nc1nnc(-c2ccccc2Cl)o1)c1cc2cc([N+](=O)[O-])ccc2s1	·	-4%	5.2%	0.2%	20%	0.4%	56%	·	-1.1%
CCOc1cc(S(=O)(=O)N2CCN(S(=O)(=O)CC)CC2)c(OCC)cc1-n1cnnn1	-12%	12%	-2.1%	-0.2%	-53%	0.2%	-17%	-4%	-4.0%
CC(C)C[C@@H](CN=[N+]=[N-])N1CCN(CC(C)C)CCC1=O	-8%	-7%	1.6%	-0.2%	-45%[20 µM]	-0.8%	1%	-2%	-1.8%
O=C1/C(=C\c2ccc(-c3ccccc3[N+](=O)[O-])o2)C(c2ccccc2)=NN1c1ccccc1	8%	9%	62%	0.3%	10%	-0.2%	24%	69%	-1.0%
CC(C)Cn1c(/C=N/Nc2nc3ccccc3[nH]2)nc2ccccc21	2%	12%	-1.7%	-0.2%	23%	0.2%	-18%	-3%	-3.6%
Cc1cc(Nc2ccc(F)c(F)c2)nc(-c2ccccc2O)n1	-16%	1%	-0.8%	0.1%	21%	-0.5%	-3%	-2%	2.3%
COc1ccc(CCN(C)C(=O)N2CCOCC2)cc1OC	-2%	-8%	-1.7%	-0.2%	-2%	0.9%	-25%	-5%	1.0%
COC(=O)/C(=C\Nc1ccc(OC)cc1)NC(=O)c1ccc(Cl)cc1Cl	14%	-2%	-1.2%	-0.2%	11%	0.5%	-31%	-3%	2.3%
CSCCC(C(=O)OCC(=O)c1ccc(C)c(C)c1)N1C(=O)c2ccccc2C1=O (centres undefined)	-12%	11%	-1.6%	-0.2%	-5%	0.2%	3%	1%	12%
Cc1cc(C)nc(SCc2nnc(SCC(=O)Nc3cc(C(F)(F)F)ccc3Cl)o2)n1	-4%	-7%	0.0%	-0.1%	-124%	-0.9%	9%	-6%	3.3%
O=C(CCc1nnc(CCc2c[nH]c3ccccc23)o1)NC1CCC1	-8%	-5%	1.4%	-0.2%	-17%	0.0%	-19%	-3%	1.8%
Nc1nc(NC(=O)c2cccc(S(=O)(=O)N3CCCCCC3)c2)nc(-c2ccccc2)n1	-8%	-3%	4.9%	-0.6%	0%	0.7%	19%	2%	11%
CC1CCCC(NC(=O)C2CCN(S(=O)(=O)c3cccc4nonc34)CC2)C1C (centres undefined)	-4%	4%	-0.6%	-0.2%	-20%	-0.5%	-22%	2%	-1.2%
CC(C)Oc1cccc(C(=O)Nc2ccccc2N2CCOCC2)c1	6%	6%	3.4%	-0.1%	-20%	-0.2%	-41%	-8%	-1.4%
Cc1ccccc1Nc1ccc(S(=O)(=O)N2CCOCC2)cc1[N+](=O)[O-]	2%	13%	-3.4%	0.1%	-11%	-1.6%	-9%	0%	-1.4%
O=C1C(=O)N(C2CCS(=O)(=O)C2)C(c2cccc(O)c2)/C1=C(/O)c1ccc(Cl)cc1 (centres undefined)	-4%	6%	1.8%	-0.1%	25%	-0.2%	-26%	-9%	6.7%
